SMARCA2 activ: activators of SMARCA2 function | MG213 cells, MMTV-luciferase reporter, dexamethasone, overnight | activation, % at 9.1 µM | 370,000 compounds, 1% hits; in the data active means activation above about 7.8%;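 further: 0% = vehicle wells and 100% = reference activator wells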
GC-B act: GC-B (human) receptor activation | HEK293-GC-B cells, CNP EC30, cGMP TR-FRET; 0% at EC30 CNP, 100% saturating CNP | activation, % at 10 µM | 370,000 compounds, 0.11% hits | AID 1920062;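 active means activation at 10 µM reaching about 35% in either raw or pattern-adjusted values, limit read from the data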
Rev-erbA mod: modulates human Rev-erb alpha binding to DNA. activity, % at 10 µM. AID 1259318. 370,000 compounds, 0.79% hits. P20393. Rev-erbα–FITC-DNA binding, fluorescence polarization, 90 min;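 active means activity above about 14%, limit read from the data; passing the limit was not always enough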;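 further: 0% = DMSO wells with 35 nM protein and 100% = DMSO wells with 750 nM protein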
rCAG RNA binder: r(CAG) repeat RNA binding | TO-PRO-1 dye displacement fluorescence | inhibition, % at 3 µM | 370,000 compounds, 1.3% hits;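 active means inhibition above the plate cutoff, the mean of all test compounds on that plate plus 3 SD, cut at about 35% in these data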;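 further: 0% = DMSO alone and 100% = 100 µM mitoxantrone as full dye displacement; higher means more dye released from RNA so lower well fluorescence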
ASAP1 inh: blocks human ASAP1-stimulated Arf1 GTP hydrolysis; GDP FP detection; inhibition, % at 16.5 µM; 360,000 compounds, 0.19% hits; in the data active means inhibition above about 25%;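 further: 0% = vehicle with enzyme and substrate and 100% = no enzyme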
mABHD4 FP: ABHD4 (mouse) inhibition, primary FP screen; Q8VD66; purified mABHD4, FP-Rh probe fluorescence polarization; inhibition, % at 8.92 µM; 370,000 compounds, 0.54% hits;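 active means inhibition exceeding the mean over every tested compound plus 3 SD, cut at about 30% in these data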;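 further: 0% = plate median of compound wells and 100% = S159A mutant with DMSO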
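Doses – 8.92 µM, single dose · Material – wild-type mouse ABHD4 protein · Replication – single well per compound (singlicate) · Measure – percent inhibition of probe binding, normalized to plate controls · Schedule – 45 min compound pre-incubation plus 60 min probe step, 25 °C · Detection – fluorescence polarization with parallel and perpendicular emission, 525/598 nm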
ARFGAP1 inhibitor: inhibitors of rat ARFGAP1; inhibition, % at 16.5 µM; Arfgap1-stimulated ARF1 GTP hydrolysis, GDP FP detection; 360,000 compounds, 0.26% hits;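 active means inhibition above a per-plate limit, mean inhibition of low control wells plus 3 SD, cut at about 25% in these data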;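 further: 0% = DMSO wells with enzyme and 100% = wells lacking Arfgap1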
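System: truncated rat Arfgap1 GAP domain / Benchmarks: high control wells lacking Arfgap1, low control full reaction with DMSO / Times: compound-enzyme preincubation 20 min, reaction 120 min, detection 60 min, 25 °C / Repeats: one replicate per compound / Also added: human ARF1(Δ1-17)-GTP substrate / Measured by: Tracer-displacement fluorescence polarization with EDTA stop, 620/688 nm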
HTRA1 inhibitor: HTRA1 (human) protease inhibition; Q92743; recombinant HTRA1, FP-rhodamine activity-based probe, fluorescence polarization; inhibition, % at 5.96 µM; 340,000 compounds, 0.5% hits; AID 504803; in the data active means inhibition above about 36%;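 further: 0% = enzyme with DMSO and 100% = wells lacking enzyme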
PG9 Ab binder: binds the HIV-1 gp120 antibody PG9. TR-FRET gp120-PG9 antibody binding. inhibition, % at 6.7 µM. 360,000 compounds, 0.43% hits; in the data active means inhibition above about 8.5%
NPR1 activator: GC-A (human) enzyme activation | activation, % at 10 µM | HEK293 GC-A cells, cGMP TR-FRET, EC30 ANP; 0% at EC30 ANP, 100% saturating ANP | AID 1671463 | 370,000 compounds, 0.14% hits; in the data active means activation above about 40%
Target sequence (P16066 whole entry, looked up): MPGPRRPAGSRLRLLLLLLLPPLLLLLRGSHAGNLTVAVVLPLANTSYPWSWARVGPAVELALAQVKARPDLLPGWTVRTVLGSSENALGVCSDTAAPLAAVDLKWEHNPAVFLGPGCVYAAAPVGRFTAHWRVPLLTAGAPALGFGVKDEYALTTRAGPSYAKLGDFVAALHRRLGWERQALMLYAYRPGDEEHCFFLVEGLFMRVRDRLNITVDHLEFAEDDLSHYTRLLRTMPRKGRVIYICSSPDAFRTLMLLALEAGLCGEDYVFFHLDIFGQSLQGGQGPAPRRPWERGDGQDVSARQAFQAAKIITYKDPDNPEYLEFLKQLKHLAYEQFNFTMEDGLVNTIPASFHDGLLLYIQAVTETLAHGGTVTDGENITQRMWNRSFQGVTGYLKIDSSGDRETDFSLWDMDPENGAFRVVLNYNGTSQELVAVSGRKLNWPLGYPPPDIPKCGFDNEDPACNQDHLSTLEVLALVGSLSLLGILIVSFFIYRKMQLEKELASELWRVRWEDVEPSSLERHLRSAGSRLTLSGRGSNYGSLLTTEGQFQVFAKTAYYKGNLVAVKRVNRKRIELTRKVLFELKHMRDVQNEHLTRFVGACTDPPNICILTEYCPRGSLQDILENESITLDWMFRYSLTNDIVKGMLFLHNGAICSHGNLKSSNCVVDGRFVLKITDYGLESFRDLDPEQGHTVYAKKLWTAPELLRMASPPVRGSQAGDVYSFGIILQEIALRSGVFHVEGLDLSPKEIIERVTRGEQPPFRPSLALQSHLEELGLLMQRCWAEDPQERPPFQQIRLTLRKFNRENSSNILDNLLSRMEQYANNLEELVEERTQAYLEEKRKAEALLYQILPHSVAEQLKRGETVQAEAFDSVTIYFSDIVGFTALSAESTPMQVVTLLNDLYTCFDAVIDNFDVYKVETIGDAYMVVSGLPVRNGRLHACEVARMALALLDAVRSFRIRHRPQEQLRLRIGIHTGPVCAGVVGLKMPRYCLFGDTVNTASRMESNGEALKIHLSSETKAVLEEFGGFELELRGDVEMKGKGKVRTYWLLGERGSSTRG
An asterisk follows results filed as active; / = not tested or not shown; & = joins results of further samples. The order is random; overall some 4.4% were active at least once.

SMILES	SMARCA2 activ	GC-B act	Rev-erbA mod	rCAG RNA binder	ASAP1 inh	mABHD4 FP	ARFGAP1 inhibitor	HTRA1 inhibitor	PG9 Ab binder	NPR1 activator
Cc1onc(-c2ccccc2)c1-c1nnc(-c2ccccc2C(F)(F)F)o1	-3	-4	-5	-6	8	-15	1	-22	-2.1	-4
CCCn1c(SCC(=O)c2ccc(OC)c(OC)c2)nc2c1c(=O)n(C)c(=O)n2C	0	6	2	-2	-3	0	11	1	-0.2	1
CC(=O)Nc1sc(C)c(C)c1C(=O)OCC(=O)Nc1ccccc1	3	-1	-2	0	-9	-4	3	-5	-2.8	-1
CC(C)CCCCCCCCCCCCC(=O)NCC(=O)NC1C(C)OC(Nc2ncnc3nc[nH]c23)C(O)C1O (centres undefined)	-6	-8	-4	4	19	2	-19	-2	-0.9	-23
COc1nc(OC/C(N)=N/O)nc(N2CCOCC2)n1	-2	3	-1	1	4	-6	7	5	2.4	-1
COC(=O)C[C@@H]1CC[C@@H]2[C@H](COc3ccc(NC(=O)c4cccc(F)c4)cc3C(=O)N2C)O1	-3	8	1	-1	/	-1	/	/	/	0
Cc1cc(NC(=O)/C=C/C(=O)N(c2ccccc2C)C(C(=O)NC2CCCC2)c2ccc(F)cc2)no1 (centres undefined)	-3	-7	2	-4	10	1	-13	-13	0.1	-14
CCN(C(=O)COC(=O)c1cc2c(s1)CCCC2)c1c(N)n(Cc2ccccc2)c(=O)[nH]c1=O	-1	0	3	3	-5	-8	-15	0	-3.3	0
Cn1c(=O)c2c(ncn2CCOc2cccc(Br)c2)n(C)c1=O	-4	-3	2	9	-19	-2	4	-4	-0.5	1
CC(=O)OC1CC(C)(C)N(OC(=O)c2ccc(N)cc2)C(C)(C)C1	-2	-2	0	1	9	-4	-2	-4	29*	1
COc1ccc(C)cc1S(=O)(=O)N1CCCC(C(=O)NCc2ccccn2)C1 (centres undefined)	0	0	2	-5	-4	-3	-1	4	-2.5	2
CCOC(=O)C1=C(N)OC2=C(C(=O)CC(C)(C)C2)C1c1cc(CSc2nnnn2C)cs1 (centres undefined)	-2	1	-1	-3	-1	5	-3	-1	-0.1	-5

Among those listed so far, these contain a thiophene ring, fused or not:
SMILES	SMARCA2 activ	GC-B act	Rev-erbA mod	rCAG RNA binder	ASAP1 inh	mABHD4 FP	ARFGAP1 inhibitor	HTRA1 inhibitor	PG9 Ab binder	NPR1 activator
CC(=O)Nc1sc(C)c(C)c1C(=O)OCC(=O)Nc1ccccc1	3	-1	-2	0	-9	-4	3	-5	-2.8	-1
CCN(C(=O)COC(=O)c1cc2c(s1)CCCC2)c1c(N)n(Cc2ccccc2)c(=O)[nH]c1=O	-1	0	3	3	-5	-8	-15	0	-3.3	0
CCOC(=O)C1=C(N)OC2=C(C(=O)CC(C)(C)C2)C1c1cc(CSc2nnnn2C)cs1 (centres undefined)	-2	1	-1	-3	-1	5	-3	-1	-0.1	-5

Further compounds.
SMILES	SMARCA2 activ	GC-B act	Rev-erbA mod	rCAG RNA binder	ASAP1 inh	mABHD4 FP	ARFGAP1 inhibitor	HTRA1 inhibitor	PG9 Ab binder	NPR1 activator
Brc1ccc(CSc2nnc(-c3ccccn3)n2Cc2ccco2)cc1	-3	-21	3	-7	10	0	11	-25	-0.9	-33
O=C(Nc1ccc(Cl)cc1)NN1CCCCCC1	3	2	-3	0	-1	0	-12	-2	-1.9	3
Cc1ccc(C(=O)N2CCN(CCNC(=O)C(=O)NC(C)C)CC2)cc1	0	3	4	-3	-1	-4	3	0	-1.9	-1
Cc1nc2ccccn2c1-c1nnco1	0	-8	3	2	-8	0	3	-1	0.3	2
Fc1cccc(F)c1-c1nc(-c2ccncc2)no1	6	3	4	-3	9	-3	-6	-2	-1.3	0
O=C(NCc1ccccc1)c1c(O)c2cccc3c2n(c1=O)CCC3	1	9	-5	5	4	-2	-13	-12	4.2	2
Cc1ccc(S(=O)(=O)CC(=O)Nc2nnc(C(C)C)s2)cc1	-2	3	-2	2	3	-4	-3	2	0.8	7
Cc1nc(NC(=O)c2ccc3c(c2)OCCO3)ccc1Br	1	0	-5	-4	-1	2	4	-13	-0.1	4
CCc1nc2ccc(C(=O)Nc3cccc(OCC(=O)N(C)C)c3)cn2c1N(CC)CCOC	-2	-2	-1	-1	13	3	9	/	0.4	1
COC(=O)c1sccc1NC(=O)CN1CCN(c2ccc(F)cc2)CC1	-3	0	3	2	3	-21	6	-4	-0.1	-8
CCOC(=O)c1sc(N)c(C(=O)OC)c1C	4	-3	-1	-1	9	3	5	3	1.9	-4
S=C(NCCC1=CCCCC1)Nc1ccccc1	2	1	3	-2	-3	-2	-1	-6	0.2	2

Entries of single compounds from above. Order of screens: SMARCA2 activ | GC-B act | Rev-erbA mod | rCAG RNA binder | ASAP1 inh | mABHD4 FP | ARFGAP1 inhibitor | HTRA1 inhibitor | PG9 Ab binder | NPR1 activator
O=C(NCc1ccccc1)c1c(O)c2cccc3c2n(c1=O)CCC3 in the list: 1 | 9 | -5 | 5 | 4 | -2 | -13 | -12 | 4.2 | 2
S=C(NCCC1=CCCCC1)Nc1ccccc1 in the list: 2 | 1 | 3 | -2 | -3 | -2 | -1 | -6 | 0.2 | 2
O=C(Nc1ccc(Cl)cc1)NN1CCCCCC1 in the list: 3 | 2 | -3 | 0 | -1 | 0 | -12 | -2 | -1.9 | 3
COC(=O)c1sccc1NC(=O)CN1CCN(c2ccc(F)cc2)CC1 in the list: -3 | 0 | 3 | 2 | 3 | -21 | 6 | -4 | -0.1 | -8

Remaining list, next part:
SMILES	SMARCA2 activ	GC-B act	Rev-erbA mod	rCAG RNA binder	ASAP1 inh	mABHD4 FP	ARFGAP1 inhibitor	HTRA1 inhibitor	PG9 Ab binder	NPR1 activator
COc1cccc(CN(C)C(=O)c2cc(S(=O)(=O)N3CCCC3)ccc2C)c1OC	-4	0	-3	-1	3	-1	-18	-4	-0.1	-2
COc1ccccc1-c1nc(SCC(=O)Nc2ccccc2)n[nH]1	5	-4	6	0	-14	5	14	-8	-4.5	0
CNC(=O)c1cc2c(ccc3ccccc32)o1	9.6*	0	-5	-1	8	-2	7	-4	-2.3	21
CCC(c1nnnn1-c1ccc2c(c1)OCCO2)N1CCN(c2ncccc2C(F)(F)F)CC1 (centres undefined)	-4&-4	-2&-5	-9&-2	0&3	-7&2	-9&-13	10&1	/	-0.2&-1.6	-2&-3
COCCNC(=O)C(c1ccc(C)o1)N(Cc1ccccc1)C(=O)Cn1nnc2ccccc21 (centres undefined)	-3	-5	2	0	6	-11	8	-2	0.1	-6
COC(=O)N/N=C/c1cn(CCOc2cccc(OC)c2)c2ccccc12	1	8	-2	6	-6	3	-11	6	-2.5	-4
COc1ccc(CCNC(=O)CCCCCN2C(=O)c3ccccc3C2=O)cc1	-2	0	4	-5	7	-2	-6	-8	-3.0	-1
CCCc1nnc(SCC(=O)Nc2ccc(OC)cc2)n1N	-2	2	-2	-1	-4	-14	0	2	0.5	-3
Cc1cccc(C(=O)NNC(=O)c2ccccc2[N+](=O)[O-])c1	-2	1	4	0	-8	0	-2	1	1.2	-1
CC1=Nc2ccc(Br)cc2C(c2ccccc2)N1CC(=O)NN (centres undefined)	-1	-13	1	-3	-1	-2	5	0	0.2	-19
O=C(CCC(=O)c1ccc[nH]1)c1ccc(Cl)cc1	1	7	-8	6	3	-1	1	16	1.6	2
Cc1cccc(C(C)C)c1NC(=O)c1cc2ccccc2o1	-2	-4	3	-5	1	-2	7	-19	0.8	-3
Cc1nc(S/C(C(=O)O)=C2/C(=O)Nc3ccccc32)n[nH]1	1	-5	-6	9	12	1	7	2	-19	-5
Cc1ccc(C(=O)CSc2nc(C)cc(C)c2C(N)=O)cc1	2	-4	-4	-1	14	-7	-8	5	1.7	2
COc1ccc(CCNC(=O)COC(=O)/C=C/c2ccc(OC)c(OC)c2)cc1	2	2	-1	-4	11	1	8	-8	1.2	-4
O=C(c1ccc(Cn2c(=S)[nH]c3cc4c(cc3c2=O)OCO4)cc1)N1CCN(c2ccccc2)CC1	-3	1	16	6	8	-5	-20	-3	-1.5	-8
COc1cccc(/C=N/NC(=O)CC(=O)NCCc2ccc(OC)c(OC)c2)c1	0	1	-1	0	-7	1	5	-5	-1.1	-2
CC1CC(C)CN(S(=O)(=O)CCNC(=O)c2ccc3c(c2)OCO3)C1 (centres undefined)	4	-2	2	-1	13	0	-5	0	-1.0	2
CCC(=O)Nc1nc2ccc3sc(C)nc3c2s1	1	-3	4	3	0	-9	8	-1	-1.3	5
Cc1ccc(S(=O)(=O)NCc2ccccc2)s1	5	7	1	0	5	0	7	3	-2.5	-2
COc1ccc(CCN(C)C(=O)COc2cccc(-n3cnnn3)c2)cc1OC	1	3	-5	0	-21	4	-5	0	-0.4	4
O=C(O)CC/C(=N\NC(=O)c1ccncc1)c1ccccc1	-5	1	-5	3	3	2	-5	6	2.0	2
Cc1[nH]c2ccccc2c1C(=O)C(=O)NCCOc1ccccc1	2	4	2	0	-10	-5	-6	-3	-0.1	5
N/C(=N\OC(=O)c1ccccc1)c1ccncc1	6	5	-1	1	11	-2	-4	0	-0.1	-3
O=C(Nc1ccc(C(O)(C(F)(F)F)C(F)(F)F)cc1)c1ccc(Cl)cc1	/	1	12	/	/	-52	/	/	/	-1
CCCCn1c(SCc2nc3ccccc3s2)nc2cc(S(N)(=O)=O)ccc21	-4	1	1	7	6	-9	6	-40	-1.2	-2
O=C(Oc1c(Br)cc(C(=S)N2CCOCC2)cc1Br)c1ccc(Cl)cc1	-4	2	7	1	1	-15	2	-14	-1.1	0
CCOC(=O)c1ccc(NC(=O)NC2CC3CCC(C2)N3)cc1 (centres undefined)	-3	1	1	1	3	4	12	-24	-1.0	5
CC(=O)Nc1ccc(S(=O)(=O)c2ccc(C)cc2)cc1	-3	-1	3	3	12	-10	-2	-3	-2.5	2
C=CCn1c(SCC(=O)C(C)(C)C)nnc1-c1ccc(Cl)cc1	6	0	0	-3	/	2	/	/	/	0
CCCn1c(N2CCN(CC(=O)NCc3cccs3)CC2)nc2ccccc21	-2	1	-5	-6	-1	0	-6	-2	1.1	3
Cc1ccc(N(C(=O)c2csnn2)C(C(=O)NC2CCCCC2)c2ccccn2)cc1C (centres undefined)	0	1	-6	-5	-7	-2	2	3	-0.5	1

Structures listed above marked active in PG9 Ab binder.
smiles | SMARCA2 activ | GC-B act | Rev-erbA mod | ASAP1 inh | ARFGAP1 inhibitor | HTRA1 inhibitor | PG9 Ab binder | NPR1 activator
CC(=O)OC1CC(C)(C)N(OC(=O)c2ccc(N)cc2)C(C)(C)C1 | -2 | -2 | 0 | 9 | -2 | -4 | 29* | 1

Reformatted in markdown: 2 of the compounds above.
| Structure | SMARCA2 activ | GC-B act | Rev-erbA mod | rCAG RNA binder | ASAP1 inh | mABHD4 FP | ARFGAP1 inhibitor | HTRA1 inhibitor | PG9 Ab binder | NPR1 activator |
| --- | --- | --- | --- | --- | --- | --- | --- | --- | --- | --- |
| O=C(Nc1ccc(C(O)(C(F)(F)F)C(F)(F)F)cc1)c1ccc(Cl)cc1 | / | 1 | 12 | / | / | -52 | / | / | / | -1 |
| CCCCn1c(SCc2nc3ccccc3s2)nc2cc(S(N)(=O)=O)ccc21 | -4 | 1 | 1 | 7 | 6 | -9 | 6 | -40 | -1.2 | -2 |

Assay outcomes (PubChem BioAssay)
